# esBAF inh: inhibitors of esBAF chromatin remodeling in mouse ES cells; Bmi1-luciferase knock-in reporter, 24 h; 100% = twice the neutral-well signal; reporter increase, % at 12.5 µM; hit rate 2% among 350,000; in the data active = activation above about 40%; inconclusive = no clear call, values can overlap the other calls;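 note: 0% = median of the plate's neutral control wells and 100% = double that signal; a rise in the Bmi1 reporter signal indicates esBAF inhibition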
# EWS-Fli inh: EWS/Fli transcriptional activity inhibition; hit rate 0.67% among 350,000; A673 NR0B1-luciferase reporter, viability-normalised; inhibition, % at 12.6 µM;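 active = mean inhibition of at least 50% after viability correction, with every replicate also passing that limit; inconclusive = mean reaches 50% but only one of two replicates passes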;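 note: firefly luciferase signal divided by Alamar Blue viability fluorescence both relative to DMSO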
# RAD54 inh: RAD54 (human) branch migration inhibition | RAD54 Holliday junction branch migration, FAM/BHQ fluorescence | inhibition, % at 10.4 µM | hit rate 0.14% among 360,000 | AID 602329;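 active = mean normalized replicate activity at least 40 and at least half of replicates scoring 40 or more; inconclusive = only one of the two criteria met; inactive = mean below 40 and under half of replicates reaching 40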;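 note: 0% = median of neutral control wells and 100% = median of positive control wells; inhibitors cause a drop in the FAM fluorescence signal; in these data hits start at about 50%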
# RAD52 anneal inh: blocks human RAD52 DNA annealing; recombinant RAD52 DNA annealing, FRET fluorescence; inhibition, % at 18.7 µM; hit rate 0.46% among 360,000;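 active = every replicate showing at least 50% inhibition; inconclusive = mean inhibition at least 50% but not in every replicate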
# Target sequence (P43351 whole entry, looked up): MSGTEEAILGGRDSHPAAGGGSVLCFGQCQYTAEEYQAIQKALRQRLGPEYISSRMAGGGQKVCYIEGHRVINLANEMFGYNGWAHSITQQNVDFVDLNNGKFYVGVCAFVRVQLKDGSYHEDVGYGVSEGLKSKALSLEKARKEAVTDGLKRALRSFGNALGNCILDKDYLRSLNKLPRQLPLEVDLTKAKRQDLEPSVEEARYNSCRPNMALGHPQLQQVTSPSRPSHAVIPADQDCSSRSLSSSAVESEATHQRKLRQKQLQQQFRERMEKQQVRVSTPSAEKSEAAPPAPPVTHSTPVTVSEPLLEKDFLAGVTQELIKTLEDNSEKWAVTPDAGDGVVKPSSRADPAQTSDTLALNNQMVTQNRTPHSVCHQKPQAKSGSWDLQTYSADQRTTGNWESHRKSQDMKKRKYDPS
# S100A4 inh HTS: blocks human S100A4 binding to myosin IIA peptide. hit rate 0.14% among 360,000. inhibition, % at 10.7 µM. S100A4/TAMRA-MyoIIA peptide fluorescence polarization. P26447;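 active = mean inhibition of at least 70% across replicates, with every replicate also reaching that level; inconclusive = mean inhibition reaches 70% but some replicates fall short; inactive = mean inhibition below 70%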
#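 incubation = readout 5 min after mixing, signal stable up to 60 min | system = S100A4 monomer protein | buffer or medium = HEPES pH 7.2 with CaCl2, KCl, NaCl, DTT, Triton | benchmarks = neutral control DMSO, positive control TFP | also added = fluorescent myosin IIA peptide, 5 nM | compound dosing = one concentration per compound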
# E-selectin induc: E-selectin induction on HUVECs. activation, % at 7.58 µM. P16581. hit rate 0.37% among 260,000. HUVEC E-selectin immunofluorescence imaging; normalized: neutral wells 0, TNF-alpha wells 100;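 active = mean E-selectin-positive cell signal at least 10% of the positive control, reached in at least 60% of replicates, without over 20% cell loss; inconclusive = no rule given, readout overlaps actives, possibly toxicity-flagged; inactive = the rest, including those meeting only one limit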;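 note: in these data hits start at about 27%; measured in HUVEC primary endothelial cells; signal is the percent of cells scored E-selectin positive by PE staining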
# Target sequence (P16581 whole entry, looked up): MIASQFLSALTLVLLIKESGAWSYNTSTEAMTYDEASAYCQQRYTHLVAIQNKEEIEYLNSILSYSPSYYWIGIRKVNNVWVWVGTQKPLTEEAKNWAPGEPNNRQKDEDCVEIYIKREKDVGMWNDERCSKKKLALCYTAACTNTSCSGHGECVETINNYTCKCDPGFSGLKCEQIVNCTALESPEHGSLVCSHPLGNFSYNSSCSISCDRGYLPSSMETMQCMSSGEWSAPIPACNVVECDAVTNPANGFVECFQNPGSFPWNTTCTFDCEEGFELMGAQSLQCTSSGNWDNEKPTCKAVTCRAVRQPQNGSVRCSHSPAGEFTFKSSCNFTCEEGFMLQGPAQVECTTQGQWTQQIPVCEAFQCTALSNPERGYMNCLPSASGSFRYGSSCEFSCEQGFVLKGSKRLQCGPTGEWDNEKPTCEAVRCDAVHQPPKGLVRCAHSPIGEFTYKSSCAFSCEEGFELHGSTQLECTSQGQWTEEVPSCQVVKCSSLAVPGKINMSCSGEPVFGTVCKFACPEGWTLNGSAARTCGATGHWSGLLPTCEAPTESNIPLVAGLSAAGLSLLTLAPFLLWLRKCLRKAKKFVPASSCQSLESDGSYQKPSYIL
#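 Test system: HUVEC; input: 3,000 HUVEC/well; measured by: immunofluorescence imaging; read-out: % PE-positive cells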
# FN deposition inh: fibronectin deposition inhibition | AH1F fibroblasts, Alexa488-fibronectin deposition fluorescence, overnight | inhibition, % at 12.6 µM | hit rate 0.086% among 350,000;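 active = mean inhibition across replicates of 30% or more, regardless of how many single replicates reach that level; inconclusive = mean under 30% yet at least half of replicates reach 30%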;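 note: positive control wells lacked labelled fibronectin entirely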
#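 Test system: AH1F fibroblast monolayer depositing Alexa488-labelled fibronectin into matrix. Input: 10000 cells per well. Technique: fluorescence, ex 485 nm, em 525 nm. Buffer or medium: DMEM plus 2% serum, read in PBS. Timing: 1 h cell adhesion before compound, then overnight fibronectin incubation. Compound: single dose, pinned. Read-out basis: inhibition from reduced deposited-fibronectin fluorescence.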
# Xi reactivation: X-chromosome reactivation activator; activation, % at 7.58 µM; hit rate 0.055% among 360,000; XiGFP mouse fibroblasts, % GFP-positive cells imaging, 3 d; cells co-treated with 5-aza-dC sensitizer; scaled so ellipticine positive control = 100%;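 active = mean normalized replicate activation at least 10% and every replicate at or above 10%; inconclusive = only one of the two criteria met; inactive = mean below 10% and not all replicates reach 10%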;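 note: 0% = median of on-plate neutral control wells and 100% = ellipticine 6 µM median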
#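 Assay system: SV40-immortalized XiGFP fibroblast cells, line 68-5-11; buffer or medium: DMEM plus 5-aza-dC sensitizer; compound: one concentration, pinned; timing: compounds 3 days, fix/stain 15 min at room temperature; benchmarks: positive control ellipticine, 6 µM final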
# The depositor's hits bear a star; ? = inconclusive; . = no result given.
SMILES,esBAF inh,EWS-Fli inh,RAD54 inh,RAD52 anneal inh,S100A4 inh HTS,E-selectin induc,FN deposition inh,Xi reactivation
Cc1ccc(S(=O)(=O)Nc2ccc3c(c2)CC(=O)N([C@@H](C)CO)C[C@H](C)[C@H](CN(C)Cc2ccc4c(c2)OCO4)O3)cc1,2.8,-3.9,-5.6,22.0,-36.3,0.2,.,-0.9
CCN=C1NN=C(c2c[nH]c3ccccc23)CS1,.,-23.1,.,-10.2,0.4,.,8.8,0.1
O=C(O)c1ccccc1C(=O)NC1CCCCNC1=O (stereo unspecified),.,26.3,.,-11.0,-11.6,.,-4.4,0.0
CC1CCc2nn(CC(=O)NCCCN3CCCCC3)cc2C1 (stereo unspecified),-3.1,-3.0,-12.7,-20.4,-18.1,-0.4,-10.3,0.5
COc1ccc(OC)c(S(=O)(=O)N2CCC(C(=O)Nc3ccccc3)CC2)c1,1.0,13.9,3.6,-25.0,4.8,.,-9.9,0.2
Cc1ccccc1CN(C)Cc1cc(=O)oc2c(C)c(C)ccc12,13.7,-94.9,2.2,-8.0,1.5,2.4,3.8,0.3
C[C@H]1CN([C@@H](C)CO)S(=O)(=O)c2ccc(C#CCC3CCCC3)cc2O[C@@H]1CN(C)C(=O)c1ccccn1,-4.4,11.3,0.9,4.4,-19.1,0.0,0.5,-0.2
CCc1sc(N(C(=O)Cc2ccccc2)c2ccccc2F)nc1-c1ccc(C)cc1,.,-7.8,.,-10.9,-7.7,.,-21.9,0.0
C=CCNC(=O)c1onc(CSc2ccc(C)c(C)c2)c1C(=O)O,6.9,4.3,-13.3,-9.2,-4.7,-0.2,0.8,0.0
Cc1cnccc1CN(C)Cc1nc(Cc2ccccc2Cl)no1,-3.3,9.7,10.8,-16.5,-5.3,.,.,0.0
C[C@@H](NC(=O)[C@@H]1[C@@H](CO)[C@@H]2Cn3c(cccc3=O)[C@@H]2N1CC1CCCC1)c1ccccc1,1.1,21.7,1.4,6.2,.,0.1,-1.6,-0.1
CC(=O)c1ccc(Nc2nc(C(N)CC(C)C)cs2)cc1 (stereo unspecified),5.2,0.0,13.3,-22.3,-1.1,0.9,4.0,0.0
CN(CC/C=C1/c2ccccc2CSc2ccccc21)CCCO,.,5.1,0.9,.,.,0.6,2.0,0.2
Cc1ccc(S(=O)(=O)N2CCN(C(=O)CN3C(=O)c4ccc([N+](=O)[O-])cc4C3=O)CC2)c(C)c1,-2.6,-1.1,-0.9,5.2,-0.2,0.3,2.4,-0.1
O=C(Cn1nnc(-c2ccccc2)n1)N/N=C/c1cccc([N+](=O)[O-])c1O,.,7.9,.,-18.4,0.2,.,-12.9,0.0
COc1ccccc1CNS(=O)(=O)c1ccc2c(c1)NC(=O)CS2,.,.,.,-5.3,-2.7,0.7,-2.9,0.0
C[C@H]1CN([C@@H](C)CO)C(=O)CCCn2cc(nn2)CO[C@H]1CN(C)Cc1ccc(O)cc1,-5.9,-4.4,3.6,1.0,-108.4,0.0,-4.7,0.0
O=C(Nc1nnc(SCc2c(Cl)cccc2Cl)s1)c1cccc([N+](=O)[O-])c1,-3.7,12.0,2.7,-7.6,4.4,.,3.2,-0.2
Oc1ccccc1-c1nnc2n1CCCCC2,-3.7,0.3,4.2,-17.5,-7.0,-0.2,-3.6,0.0
CC1CC1C(=O)Nc1nc(-c2ccc(Cl)s2)cs1 (stereo unspecified),.,-9.5,.,6.6,3.2,.,3.9,0.0
COCCN(C(=O)c1ccc(C)o1)c1c(N)n(CC(C)C)c(=O)[nH]c1=O,0.1,-2.7,1.0,-2.5,0.8,-0.1,6.2,-1.1
COc1ccc(N2CCN(C(=O)c3cn(C)c4ccc(S(=O)(=O)N5CCOCC5)cc4c3=O)CC2)cc1,-6.9,-14.6,7.5,-14.0,-7.8,.,-6.2,0.1
CC1CCN(C(=S)NC(=O)c2ccccc2Br)CC1,.,.,-10.2,0.3,-3.1,-0.6,.,0.0
COc1ccccc1CNC(=O)COC(=O)CNS(=O)(=O)c1ccc(NC(C)=O)cc1,1.9,1.1,-8.8,-7.1,-4.7,.,7.4,0.1
Cn1cc(S(=O)(=O)N2CCOCC2)cc1C(=O)O,-1.2,-0.5,-7.1,-2.4,-10.5,0.0,9.6,0.2
C[C@H](CO)N1C[C@H](C)[C@@H](CN(C)S(=O)(=O)c2ccccc2)OCCCC[C@H](C)Oc2ccc(N(C)C)cc2C1=O,6.9,5.1,5.6,-33.3,-17.7,-0.1,.,0.0
CCCCNc1ccc(C(F)(F)F)cc1S(=O)(=O)NCCc1ccc(F)cc1,-10.0,11.8,0.6,-10.3,-0.1,-0.4,-0.8,0.0
CN1CCN(S(=O)(=O)c2ccc(Br)c3ccccc23)CC1,-5.9,5.1,-0.5,-12.8,0.9,.,-0.5,0.0
CC(=O)NC(C(=O)c1ccccc1)N1CCCCC1 (stereo unspecified),1.1,-0.1,2.2,-20.0,-6.6,-0.2,8.1,-0.1
Cc1ccc(CN2CCN(Cc3cccc(OCCO)c3)CC2CCO)o1 (stereo unspecified),.,7.6,.,-4.2,0.8,.,7.2,0.1
O=C(O)CCCSc1nccn1-c1ccccc1,.,-3.0,.,-7.6,0.8,.,1.1,0.0
COc1ccc(NC(=O)N[C@@H]2CC[C@H](CCn3cc(-c4ccc(OC)cc4)nn3)O[C@@H]2CO)cc1,-1.0,1.1,-0.4,-16.3,-12.4,-0.2,-21.3,-0.1
COc1ccccc1NC(=O)N1CC(=O)N2[C@@H](CO)[C@H](c3ccc(C#Cc4ccc(F)cc4)cc3)[C@@H]2C1,.,.,.,-3.8,-5.1,0.1,.,0.2
CO[C@@H]1[C@@H](OC(N)=O)[C@@H](O)[C@H](Oc2ccc3c(O)c(NC(=O)c4ccc(O)c(CC=C(C)C)c4)c(=O)oc3c2C)OC1(C)C,-4.3,7.5,4.5,-19.9,-1.6,1.0,3.4,0.0
NC(=O)c1cc([N+](=O)[O-])ccc1NCc1ccc(N)cc1,-77.7,73.9*,-10.3,3.6,2.5,3.4,4.6,0.1
O=C(CCn1c(=O)sc2ccccc21)NC1=NCCS1,-1.4,-4.4,-0.9,-6.7,-5.7,.,.,.

# A few values from the results shown:
# CC(=O)NC(C(=O)c1ccccc1)N1CCCCC1 (stereo unspecified) @ FN deposition inh: 8.1
# COc1ccc(NC(=O)N[C@@H]2CC[C@H](CCn3cc(-c4ccc(OC)cc4)nn3)O[C@@H]2CO)cc1 @ FN deposition inh: -21.3
# O=C(O)CCCSc1nccn1-c1ccccc1 @ Xi reactivation: 0.0
# CO[C@@H]1[C@@H](OC(N)=O)[C@@H](O)[C@H](Oc2ccc3c(O)c(NC(=O)c4ccc(O)c(CC=C(C)C)c4)c(=O)oc3c2C)OC1(C)C @ FN deposition inh: 3.4

# Back to the main list, repeating the two entries before the break.
SMILES,esBAF inh,EWS-Fli inh,RAD54 inh,RAD52 anneal inh,S100A4 inh HTS,E-selectin induc,FN deposition inh,Xi reactivation
NC(=O)c1cc([N+](=O)[O-])ccc1NCc1ccc(N)cc1,-77.7,73.9*,-10.3,3.6,2.5,3.4,4.6,0.1
O=C(CCn1c(=O)sc2ccccc21)NC1=NCCS1,-1.4,-4.4,-0.9,-6.7,-5.7,.,.,.
Cc1ccc(N2CC(C(=O)NC3CCC(C)CC3)CC2=O)cc1 (stereo unspecified),-6.0,.,-4.8,-9.6,4.6,-1.2,4.8,0.0
CCOC(=O)C1=C(COc2ccccc2)NC(=O)NC1c1ccc2ccccc2c1 (stereo unspecified),.,16.4,.,-4.5,15.1,0.1,3.8,0.8
O=S(=O)(NCc1cccnc1)c1ccc(Cl)c(Cl)c1,-0.1,.,-11.2,-17.7,-0.6,.,.,.
COc1ccc(C)cc1NC(=O)c1ccc(NS(=O)(=O)c2cccs2)cc1,-8.3,-2.2,5.3,-6.0,-0.1,.,-2.2,0.2
C[C@H]1CN([C@@H](C)CO)C(=O)Cc2cc(NC(=O)Nc3cccc4ccccc34)ccc2O[C@H]1CN(C)Cc1ccc(C(=O)Nc2ccccc2N)cc1,.,-0.4,.,-9.9,8.3,9.1,.,-0.7
Cc1nc2ccccc2c(C)c1CC(=O)OC(C)C(=O)NC1(C#N)CCCCC1 (stereo unspecified),.,2.1,.,-7.1,-2.1,-1.6,-7.5,-0.1
O=C(CN1CCN(Cc2cccc(F)c2)CC1)Nc1ccccc1F,-0.5,4.4,1.0,-10.3,-3.4,.,-1.5,0.0
O=C(N/N=C/c1cc2c(cc1Br)OCO2)C1COc2ccccc2O1 (stereo unspecified),.,-18.7,.,-14.7,-0.5,.,.,0.1
Cc1ccccc1-n1c(O)cc(=O)[nH]c1=S,.,5.0,.,-63.6,-54.9,.,-15.7,0.0
COCCSc1ccccc1C(=O)NCCc1ccccc1,.,0.9,.,1.7,0.5,.,-3.5,0.0
O=C(C[C@H]1C[C@@H]2c3cc(NS(=O)(=O)c4ccc(F)cc4)ccc3O[C@@H]2[C@H](CO)O1)NC1CCCCC1,0.9,-3.0,-1.4,18.4,-13.6,-0.1,.,0.1
COc1ccc(S(=O)(=O)Nc2ccc3c(c2)C(=O)N([C@H](C)CO)C[C@H](C)[C@@H](CN(C)S(=O)(=O)c2cn(C)cn2)OCCCC[C@@H](C)O3)cc1,-4.8,-1.0,4.3,1.2,6.0,-0.3,.,-1.2
CNC(=O)NC(=O)COC(=O)c1n[nH]c2ccccc12,0.8,3.4,-12.6,-12.2,-7.4,6.4,-6.4,-0.1
O=C(NCCC(=O)N1CCN(c2ccc(F)cc2)CC1)c1ccco1,-2.3,-1.6,2.6,-12.0,-2.0,.,.,-0.1
O=C(NCC1CCCCC1)[C@H]1[C@H](CO)[C@H]2Cn3c(ccc(-c4ccccc4)c3=O)[C@@H]1N2,-1.0,3.2,5.1,4.1,3.1,-0.5,.,0.3
COc1ccc(Cl)cc1Cn1c(C)c(C(=O)NCc2ccc(C#N)cc2)sc1=O,-18.0,5.2,-12.6,-11.0,-7.6,.,7.3,-0.2
Cc1ccc(C(=O)CSc2nc(C(C)C)nc3ccccc23)cc1,0.2,4.5,-9.9,1.8,-2.0,.,10.1,0.0
CN1C(=O)c2cc(NC(=O)c3ccccc3F)ccc2OC[C@H]2O[C@H](CC(=O)NCc3ccc4c(c3)OCO4)CC[C@H]21,-1.4,3.6,-3.5,-5.6,8.2,0.0,-6.2,0.2
COc1ccc(NC(=O)CN(C)C(=O)c2ccc(S(=O)(=O)Nc3ccccc3C)cc2)cc1,-1.1,-1.8,-1.5,-1.4,2.7,-0.5,3.3,0.2
COc1ccc2ccccc2c1C1NC(=O)c2ccccc2N1 (stereo unspecified),.,35.9,.,-12.1,-3.1,?,12.1,3.9
CCOc1ccc(-c2ccc(C=O)o2)c([N+](=O)[O-])c1,.,.,1.2,.,.,-0.8,0.4,0.1
